Screening results: PubChem, several laboratories
ARFGAP1 inh – inhibitors of rat ARFGAP1; inhibition, % at 16.5 µM; Q62848; hit rate 0.26% among 360,000; AID 651572; Arfgap1-stimulated ARF1 GTP hydrolysis, GDP FP detection;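 active means inhibition above a per-plate limit, mean inhibition of low control wells plus 3 SD, cut at about 25% in these data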;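 further: 0% = DMSO wells with enzyme and 100% = wells lacking Arfgap1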
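material = rat Arfgap1 catalytic domain, aa 1-136 | also added = human ARF1(Δ1-17)-GTP substrate | compound dosing = one concentration, 16.5 µM, DMSO 1.26% | times = GTP hydrolysis reaction 2 h at 25 °C | measured by = FP, GDP Alexa 633 tracer displaced from anti-GDP antibody, 620/688 nm | evaluation = percent inhibition of Arfgap1-stimulated GTP hydrolysis | replication = single well per compound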
DDE Tn6 FP inh – DD(E)-Tn6 binding inhibition, primary FP screen | P02675 | Fibrin DD(E) TRITC-Tn6 fluorescence polarization displacement | inhibition, % at 8.3 µM | hit rate 0.21% among 370,000;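 active means inhibition above a per-campaign cutoff: mean of compounds within control limits plus 3 SD, cut at about 15% in these data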;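 further: 0% = median of all compound wells on the plate and 100% = blocking peptide control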
DDE Tn7 FP inh – inhibitors of Tn7 peptide binding to human fibrin DD(E); P02675; hit rate 0.13% among 370,000; FP displacement of FITC-Tn7 peptide from fibrin DD(E); 0% = median of compound wells per plate; inhibition, % at 8.3 µM;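 active means inhibition above the mean of compounds falling within the control limits plus 3 SD of them, cut at about 14% in these data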;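 further: 0% = plate median of compound wells and 100% = 10 µM Aha-Tn7 peptide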
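Assay system: Fibrin-DD(E) protein isolated from polymerized human fibrin clots; read-out basis: percent inhibition; medium: Tris/NaCl/CaCl2 buffer, pH 7.8; signal: FP measurement; incubation: 10 min plus 3 h, room temperature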
proKLK7 act – activators of human kallikrein-7 zymogen; P49862; purified proKLK7, EDANS-DABCYL substrate fluorescence; 100% is mature enzyme control, 0% vehicle; activation, % at 7 µM; hit rate 0.9% among 370,000; AID 652039;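 active means activation above the mean of all tested compounds plus 3 SD, computed per campaign excluding outliers beyond control limits, cut at about 13% in these data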
PLCg1 inh – PLC-gamma1 (human) inhibition, primary screen | P19174 | purified PLC-gamma1, fluorogenic substrate, fluorescence | inhibition, % at 12.2 µM | hit rate 0.84% among 370,000 | AID 720700; in the data active means inhibition above about 9.5%
Target sequence (P19174 whole entry, looked up): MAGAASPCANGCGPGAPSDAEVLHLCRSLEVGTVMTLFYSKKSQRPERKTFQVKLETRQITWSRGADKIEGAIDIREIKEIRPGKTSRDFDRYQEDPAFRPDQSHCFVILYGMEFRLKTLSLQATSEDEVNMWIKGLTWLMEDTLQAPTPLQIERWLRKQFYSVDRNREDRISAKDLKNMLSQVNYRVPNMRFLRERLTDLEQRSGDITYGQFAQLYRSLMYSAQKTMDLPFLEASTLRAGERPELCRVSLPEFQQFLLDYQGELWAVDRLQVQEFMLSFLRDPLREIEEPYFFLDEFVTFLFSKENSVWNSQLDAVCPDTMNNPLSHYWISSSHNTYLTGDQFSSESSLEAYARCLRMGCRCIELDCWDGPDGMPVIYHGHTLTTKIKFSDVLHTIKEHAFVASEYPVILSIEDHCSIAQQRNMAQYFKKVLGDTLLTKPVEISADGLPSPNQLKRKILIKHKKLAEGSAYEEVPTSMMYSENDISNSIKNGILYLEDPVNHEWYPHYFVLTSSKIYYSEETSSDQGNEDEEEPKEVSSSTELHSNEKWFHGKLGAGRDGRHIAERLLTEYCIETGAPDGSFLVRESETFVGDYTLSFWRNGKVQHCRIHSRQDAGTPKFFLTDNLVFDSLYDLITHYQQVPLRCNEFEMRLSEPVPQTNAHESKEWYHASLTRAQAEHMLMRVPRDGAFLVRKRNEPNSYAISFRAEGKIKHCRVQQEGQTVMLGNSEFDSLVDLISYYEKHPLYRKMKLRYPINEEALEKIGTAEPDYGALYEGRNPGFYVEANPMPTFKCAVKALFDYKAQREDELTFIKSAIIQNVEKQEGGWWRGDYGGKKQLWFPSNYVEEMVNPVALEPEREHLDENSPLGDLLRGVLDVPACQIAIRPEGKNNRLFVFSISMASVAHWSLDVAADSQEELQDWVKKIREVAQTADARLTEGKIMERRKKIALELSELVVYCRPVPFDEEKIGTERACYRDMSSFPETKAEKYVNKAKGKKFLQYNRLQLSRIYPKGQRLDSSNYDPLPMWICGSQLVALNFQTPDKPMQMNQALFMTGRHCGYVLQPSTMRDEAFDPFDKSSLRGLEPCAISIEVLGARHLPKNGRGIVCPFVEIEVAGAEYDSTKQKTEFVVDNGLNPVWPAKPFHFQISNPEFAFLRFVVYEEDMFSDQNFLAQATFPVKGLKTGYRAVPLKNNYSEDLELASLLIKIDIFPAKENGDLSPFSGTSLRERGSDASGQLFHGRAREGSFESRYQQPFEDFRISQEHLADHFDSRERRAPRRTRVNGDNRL
UHRF1 binding – UHRF1 methyl-DNA binding inhibition; Q96T88; UHRF1 binding to methylated oligo, TR-FRET; inhibition, % at 4.4 µM; hit rate 0.75% among 370,000; in the data active means inhibition above about 21%;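 further: UHRF1 SRA domain binding a hemimethylated CpG hairpin DNA probe; 0% = median of test compound wells and 100% = reference inhibitor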
PLCb3 inh – inhibitors of human phospholipase C beta3; Q01970; Purified PLC-beta3, fluorogenic substrate, fluorescence; inhibition, % at 12.2 µM; hit rate 0.18% among 370,000; AID 720704; in the data active means inhibition above about 11%;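 further: 0% = median of compound wells on plate and 100% = full blocker control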
ASAP1 GAP inh – ASAP1 ArfGAP inhibition. Q9ULH1. ASAP1-stimulated ARF1 GTP hydrolysis, GDP FP detection. inhibition, % at 16.5 µM. hit rate 0.19% among 360,000. AID 624377; in the data active means inhibition above about 25%;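 further: 0% = vehicle with enzyme and substrate and 100% = no enzyme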
NR1D1 modulator – modulates human Rev-erb alpha binding to DNA | Rev-erbα–FITC-DNA binding, fluorescence polarization, 90 min | activity, % at 10 µM | hit rate 0.79% among 370,000 | AID 1259318;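 active means activity above about 14%, limit read from the data; passing the limit was not always enough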;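 further: 0% = DMSO wells with 35 nM protein and 100% = DMSO wells with 750 nM protein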
HGIII-sPLA2 inh – Blocks human group III sPLA2 activity; Q9NZ20; hit rate 0.56% among 370,000; QFRET BODIPY PC-A2 liposome hydrolysis, fluorescence; inhibition, % at 12.2 µM;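 active means inhibition above mean plus 3 SD of compounds lying within the high and low control bounds, cut at about 19% in these data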;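 further: 0% = median of test compound wells and 100% = no enzyme DMSO wells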
The depositor's hits bear a star; · = not tested or not shown; & = joins results of further samples. Rows were taken by chance, and some 4.5% of all compounds hit somewhere here.

no.	SMILES	ARFGAP1 inh	DDE Tn6 FP inh	DDE Tn7 FP inh	proKLK7 act	PLCg1 inh	UHRF1 binding	PLCb3 inh	ASAP1 GAP inh	NR1D1 modulator	HGIII-sPLA2 inh
1	Cc1ccc(CCNC(=O)C2CCN(C(=O)N(C)C)CC2)cc1	9	-5	6	0.7	2	-1	4	-11	-3	-1
2	COc1ccc2[nH]cc(CCNC(=O)COc3cc(C)cc4oc(=O)cc(C)c34)c2c1	-14	-7	-4	1.5	-14	-4	-5	11	4	-30
3	CCOC(=O)N1CCN(C(=O)CN(c2ccc(OCc3ccccc3)cc2)S(C)(=O)=O)CC1	0	14	4	0.1	4	5	-2	-6	3	-7
4	CCN(CC(=O)Nc1cccc(OC)c1)CC(=O)Nc1ccc(Br)c(C)c1	19	2	2	0.3	6	-3	-2	7	5	-37
5	CC(=O)Nc1ccc(NC(=O)/C=C/c2ccc(Cl)cc2)cc1	-4	1	0	-6.2	-1	1	-12	2	-4	3
6	COc1cc(OC)cc(C(=O)N2CCN(S(=O)(=O)c3ccc(Cl)s3)CC2)c1	0	3	-1	-0.6	4	1	-12	1	5	1
7	CCCC[C@@H]1C=C(C(=O)O)[C@H](c2ccc(Br)cc2)N1S(=O)(=O)c1ccc(C)cc1	-4	0	11	0.2	0	1	-6	-2	3	-26
8	COc1ccc(-c2nc(CS(=O)CC(=O)NC3CCCCC3C)c(C)o2)cc1 (centres undefined)	4	1	8	0.3	-6	-2	-7	9	-2	-1
9	O=C(C1CCN(S(=O)(=O)Cc2ccccc2)CC1)N1CCN(c2ncccn2)CC1	3	-7	-2	-0.5	-1	0	1	-8	0	4
10	CC(C)C(=O)Nc1nnc(Cc2c[nH]c3ccccc23)s1	-6	4	0	-0.4	1	-3	-3	5	1	-63
11	CN1CCN(C(=O)c2ccc(-c3ccc(F)c(F)c3)c3ccoc23)CC1	4	-2	6	0.2	2	0	1	12	-2	-5
12	CC(C)(C#N)C(C)(C)c1nn[nH]n1	6	1	-4	-0.4	3	0	0	3	-1	1
13	CCOC(=O)c1oc2nc3c(cc2c1N)COC(C)(C)C3	10	9	-4	-3.7	-135	-3	-163	-8	-9	1
14	COc1ccccc1N1CCN(/N=C/c2ccc(O)cc2O)CC1	1	1	-7	-0.6	-2	2	-8	3	7	10
15	COc1cccc(-c2ccc(SCC(=O)NC3CCCC3)nn2)c1	3	7	-4	-1.1	0	2	-7	1	0	9
16	COc1ccc2[nH]c3c(c2c1)CCN1C(=O)C(CC(=O)NCCCN(C)C)C[C@H](C(=O)N2CCCCC2)[C@@]31CCc1ccccc1 (some centres undefined)	-2	3	-1	0.4	4	-1	1	-3	-3	-12
17	CCc1nnc(NC(=O)[C@@H](NS(=O)(=O)c2ccc3c(c2)OCCO3)C(C)C)s1	-11	-2	-5	-0.3	-8	0	8	6	-1	3
18	CCOc1ccc(-c2nnc(SCC(=O)N3CCCC3)o2)cc1	-10	-3	1	-0.4	0	1	-4	-9	1	0
19	O=C(CCc1ccccc1)Nc1c(F)c(F)c(F)c(F)c1F	2	-3	3	-0.3	3	4	7	-3	7	11
20	Cc1cc(C)c(C(=O)C(C)OC(=O)c2ccc(Cl)nc2)cc1C (centres undefined)	-14	0	-2	-0.5	-3	-2	-8	-5	-4	-1
21	Cn1c(=O)c2c(nc(CN3CCc4ccccc4C3)n2Cc2ccccc2F)n(C)c1=O	-1	0	-4	-0.2	0	-5	-2	-6	2	-2
22	CCC(CC)c1nc(C(N)=O)c2[nH]c(=O)n(-c3ccc(OC)c(OC)c3)c2n1	6	10	-5	0.3	1	2	-8	-4	4	6
23	COc1cc(/C=N/NC(=O)c2ccccc2Cl)ccc1Oc1ccc([N+](=O)[O-])cn1	2	1	3	0.8	3	-2	1	-7	1	-5
24	CCSC1OC(C(COC(C)=O)OC(C)=O)C(OC(C)=O)C1NC(C)=S (centres undefined)	8	1	1	0.2	2	4	-10	-7	-2	3

(listing goes on)
Short forms: A = ARFGAP1 inh; B = DDE Tn6 FP inh; C = DDE Tn7 FP inh; D = proKLK7 act; E = PLCg1 inh; F = UHRF1 binding; G = PLCb3 inh; H = ASAP1 GAP inh; I = NR1D1 modulator; J = HGIII-sPLA2 inh
[25] CCn1c(=O)c(C(=O)NCCc2ccccc2)c(O)c2ccccc21
  A: -6	B: 8	C: 9	D: 0.0	E: 2	F: -3	G: 1	H: -1	I: -5	J: 0

[26] O=C(Cn1ncc2c3ccccc3n(Cc3ccccc3F)c2c1=O)NCCCN1CCCC1=O
  A: 14	B: 2	C: -3	D: 0.0	E: -2	F: 2	G: -14	H: -8	I: 4	J: -3

[27] O=C(C/C=N/OCc1ccc(Cl)cc1)c1cnc(-c2ccccc2)s1
  A: -1	B: -9	C: -2	D: 0.6	E: -13	F: -4	G: -16	H: 5	I: 3	J: -3

[28] O=C(NCc1ccccn1)c1ccc2c(=O)n3nc(Nc4ccccc4)sc3nc2c1
  A: -1	B: 2	C: -3	D: -2.0	E: 1	F: 2	G: 0	H: 10	I: -13	J: 1

[29] Cc1nc2c(-c3ccc(F)cc3)c(C)nn2c(C)c1CCC(=O)Nc1ccc(F)cc1F
  A: 3	B: 9	C: -1	D: 0.0	E: 1	F: 3	G: -8	H: 10	I: 6	J: 6

[30] O=C(NC1=N[C@@]2(C=C3CCCCC3n3c(=O)n(-c4ccccc4)c(=O)n32)[C@H](Cc2ccccc2)N1Cc1ccccc1)c1ccccc1 (some centres undefined)
  A: ·	B: -5	C: 1	D: -0.5	E: -35	F: 1	G: -42	H: ·	I: -4	J: -12

[31] CN1CC(=O)N(CCOc2ccccc2)C1=O
  A: -5	B: 2	C: 1	D: -0.2	E: 0	F: -1	G: -2	H: 6	I: 1	J: -1

[32] CCOc1cc(CNCc2ccncc2)cc(Br)c1OCc1ccccc1F
  A: -2	B: 7	C: 3	D: 0.4	E: 1	F: 3	G: 3	H: 7	I: 6	J: -4

[33] O=C1CC(c2ccccc2)CN1Cc1ccccc1 (centres undefined)
  A: 10	B: -6	C: -6	D: 0.4	E: 1	F: 1	G: 3	H: -1	I: -3	J: 1

[34] O=C(Cn1c(=O)n(Cc2ccco2)c(=O)c2cc(Cl)ccc21)NCC1CCCO1 (centres undefined)
  A: 1	B: -1	C: 1	D: 0.1	E: 0	F: 2	G: 3	H: 2	I: 6	J: 4

[35] Cc1cc2c(SCC(=O)NC3CCCC3)ncnc2s1
  A: 7	B: 0	C: 4	D: -0.3	E: -2	F: 0	G: -5	H: -1	I: 0	J: 1

[36] O=C(CCl)N(c1ccccc1)C1CCS(=O)(=O)C1 (centres undefined)
  A: 10	B: -3	C: 2	D: 0.0	E: 1	F: -1	G: 3	H: -3	I: 4	J: 2

[37] CCOCCOC(=O)C(C)Oc1ccc(Oc2nc(Cl)ccc2Cl)cc1 (centres undefined)
  A: -2	B: 0	C: -3	D: -0.3	E: 0	F: -1	G: 0	H: 2	I: -1	J: -5

[38] Cc1ccc(N(CC(=O)NN=C2CCN(C)CC2)S(=O)(=O)c2ccccc2)c(C)c1
  A: -11	B: -12	C: -11	D: -0.2	E: 5	F: 8	G: 2	H: -6	I: 0	J: 0

[39] CC(Oc1ccc2c(-c3ccccc3)cc(=O)oc2c1)C(=O)NCc1ccccn1 (centres undefined)
  A: -9	B: -2	C: 8	D: 0.0	E: -5	F: 0	G: -8	H: 7	I: -5	J: -2

[40] CC(C)CNS(=O)(=O)c1cc(C(=O)N2CCOCC2)c(Cl)cc1Cl
  A: 5	B: 5	C: 4	D: 0.0	E: 2	F: 3	G: 4	H: 8	I: 0	J: 5

[41] COc1cccc(NC(=O)CN(C)C(=O)CCNC(=O)c2ccccc2OC)c1
  A: -5	B: -4	C: -5	D: 0.3	E: 5	F: 6	G: 3	H: -2	I: 0	J: -5

[42] O=C(O)C(Cc1ccccc1)N1C(=O)CCC1=O (centres undefined)
  A: 8	B: -3	C: 3	D: -0.4	E: -2	F: 1	G: 2	H: -3	I: -1	J: 4

[43] CC(C)Oc1ccc(CSc2nnc3n(C)c(=O)c4c5c(sc4n23)CCCC5)cc1
  A: -4	B: 5	C: 1	D: 0.5	E: 1	F: 17	G: 2	H: 3	I: -1	J: 0

[44] COc1cc(CO)cc(Br)c1OCc1cccnc1
  A: 8	B: 1	C: 1	D: -0.2	E: 1	F: -1	G: -2	H: -12	I: 0	J: 0

[45] O=S(=O)(Cc1ccccc1)N1CCNCC1
  A: -11	B: 3	C: -9	D: 0.5	E: 2	F: 0	G: -5	H: 1	I: -4	J: -3

[46] O=C(NCc1ccco1)c1cccc2c1C(=O)N(C1CCCCC1)C2
  A: -3	B: 0	C: -3	D: 0.0	E: 3	F: 4	G: 3	H: 13	I: 5	J: 1

[47] O=C(O)C[C@H]1c2cc(F)ccc2S(=O)(=O)N1Cc1ccccc1
  A: -2	B: -2	C: 2	D: -0.2	E: 0	F: 1	G: 3	H: -9	I: -5	J: 4

[48] COc1ccccc1C=NNc1nc(C)cc(=O)[nH]1
  A: 2	B: 3	C: 5	D: -0.7	E: -1	F: -2	G: -4	H: 15	I: 12	J: 12

[49] C[C@@H]1CN(c2c(F)c(F)c3c(=O)c(C(=O)O)cn(C4CC4)c3c2F)C[C@H](C)N1
  A: 6	B: 0	C: -10	D: 6.3	E: -62	F: 2	G: -79	H: 9	I: -3&-6	J: 3

[50] CCC(CC)C(=O)Nc1nnc(SCC(=O)NC2CC2)s1
  A: -8	B: -1	C: 1	D: 0.7	E: 1	F: 1	G: -5	H: -12	I: -3	J: 9

[51] CC1=CC(C)C2C(=O)N(CCCN(C)C)C(=O)C2C1 (centres undefined)
  A: -6	B: -4	C: -6	D: 0.0	E: 0	F: 0	G: 1	H: -1	I: -2	J: -7

[52] Clc1cccc(-c2nc3nc4ccccc4nc3n2Cc2ccccc2)c1
  A: -1	B: 0	C: 0	D: 0.3	E: 0	F: 29*	G: -3	H: 8	I: 21	J: 3
